# From PubChem BioAssay
# Nrf2 block: inhibitors of Nrf2 signaling. Potency, µM (top dose mostly 46 µM), for inactives: at the highest dose activity change, negative = inhibition, actives largely listed as inhibitors. A549 ARE-Fluc reporter, luciferase luminescence, 18-24 h. AID 504444. 2.1% of 360,000 active; note: potency is the fitted concentration of half-maximal effect; % is set by controls: 0 for no effect and ±100 for the full control effect; nearly all actives have a fitted effect of over 60% in size
#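 A549 ARE_Fluc cells (5000/well, 5% FBS OPTI-MEM) pre-incubated 2 h, then treated with compounds 18-24 h at 37C/5% CO2 in concentration-response. CellTiter-Fluor viability read first; BugLite luciferase luminescence after 15 min at room temperature gives Nrf2 activity.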
# IL-2 act: activates IL-2 in a cell-based reporter assay | activation, % (series mostly up to about 46 µM) | IL-2 activation reporter assay, cell-based qHTS; stimulated with anti-CD3/CD4/CD28 beads; in transgenic mouse T cells | 0.065% of 360,000 active; in the data active = activation above about 50%; inconclusive = mostly about 30% to 49%; note: 0% is about no effect
#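 Readout: EGFP and DsRed signals by fluorescent plate cytometry. Unstimulated transgenic mouse T cells received compound 60 min before antibody-bead stimulation, then incubated 18 h at 37 degrees C.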
# S2 tox: reduces viability in counter-screen for ATXN expression inhibitors. S2 cells (HEK-293 line with an ATXN2-luciferase reporter) viability, CellTiter-Fluor protease fluorescence, 24 h. Potency, µM (highest dose often 56.7 µM), hits mostly cytotoxic. 0.49% of 400,000 active; note: potency is the fitted concentration of half-maximal effect; nearly all actives have a fitted effect of over 40% in size
# HepG2 tox: counter-screen for TGF-b inhibitors: cytotoxicity in HepG2 cells; HepG2 CAGA-GFP viability, ATP luminescence, 18 h; Potency, µM (titrated, usually from 46.1 µM), inactives show top-dose activity change, negative = cytotoxicity, hits mostly cytotoxic; 0.76% of 410,000 active; note: potency is the fitted concentration of half-maximal effect; some results filed as inactive show a strong effect at the top dose
#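 CellTiter-Glo luminescence gave cytotoxicity after 18 hours at 37 degrees C. The cells were HepG2 CAGA-GFP in 1% FBS DMEM, stimulated with 500 pg/mL TGF-beta after compound addition. %Activity was normalised to no-cell wells (complete cell-killing) and DMSO (no toxicity), and curves were fitted and classified.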
# ATXN2 expr inh: reduces ATXN2 reporter expression in HEK-293 cells | Potency, µM (doses to about 57 µM), for the others: top-dose activity change, negative = inhibition, hits mostly inhibitors | HEK-293 ATXN2-luciferase reporter, luminescence, 24 h | 0.72% of 360,000 active; note: potency is the fitted concentration of half-maximal effect; % is set by controls: 0 for no effect and ±100 for the full control effect; nearly all actives have a fitted effect of over 55% in size
#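 qHTS (up to 57 uM final) was run with 24 h compound exposure of reporter cells at 37 °C. Each well was multiplexed: SteadyGlo luminescence measured ATXN2-luciferase expression after a fluorogenic Gly-Phe-AFC viability readout (25 uM final).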
# A549 tox: counter-screen for Nrf2 inhibitors: cytotoxicity in A549 cells. A549 ARE-Fluc cells, CellTiter-Fluor viability, 18-24 h. Potency, µM (series often up to 46 µM), for inactives: at the top dose activity change, negative = cytotoxicity, actives largely listed as inhibitors. 0.16% of 390,000 active. AID 504648; note: potency is the fitted concentration of half-maximal effect; % is set by controls: 0 for no effect and ±100 for the full control effect
#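 A549 ARE-Fluc cells in 5% FBS OPTI-MEM, 5000 cells/well, rested 2 h then exposed to compounds in concentration-response for 18-24 h at 37 °C. Viability by CellTiter-Fluor fluorescence (Ex 405/Em 525) after 30 min; luciferase luminescence (BugLite, 15 min, RT) read afterwards.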
# EPAC2 ag: activates human EPAC2 exchange factor. EPAC2 activation, biochemical qHTS; response scale: 100% = 6.5 mM cAMP response. Potency, µM (highest dose often 154 µM), for inactives: top-dose activation, most hits filed as activators. 0.079% of 360,000 active; note: potency is the fitted concentration of half-maximal effect; nearly all actives have a fitted effect of over 50% in size
# Target sequence (Q8WZA2 whole entry, looked up): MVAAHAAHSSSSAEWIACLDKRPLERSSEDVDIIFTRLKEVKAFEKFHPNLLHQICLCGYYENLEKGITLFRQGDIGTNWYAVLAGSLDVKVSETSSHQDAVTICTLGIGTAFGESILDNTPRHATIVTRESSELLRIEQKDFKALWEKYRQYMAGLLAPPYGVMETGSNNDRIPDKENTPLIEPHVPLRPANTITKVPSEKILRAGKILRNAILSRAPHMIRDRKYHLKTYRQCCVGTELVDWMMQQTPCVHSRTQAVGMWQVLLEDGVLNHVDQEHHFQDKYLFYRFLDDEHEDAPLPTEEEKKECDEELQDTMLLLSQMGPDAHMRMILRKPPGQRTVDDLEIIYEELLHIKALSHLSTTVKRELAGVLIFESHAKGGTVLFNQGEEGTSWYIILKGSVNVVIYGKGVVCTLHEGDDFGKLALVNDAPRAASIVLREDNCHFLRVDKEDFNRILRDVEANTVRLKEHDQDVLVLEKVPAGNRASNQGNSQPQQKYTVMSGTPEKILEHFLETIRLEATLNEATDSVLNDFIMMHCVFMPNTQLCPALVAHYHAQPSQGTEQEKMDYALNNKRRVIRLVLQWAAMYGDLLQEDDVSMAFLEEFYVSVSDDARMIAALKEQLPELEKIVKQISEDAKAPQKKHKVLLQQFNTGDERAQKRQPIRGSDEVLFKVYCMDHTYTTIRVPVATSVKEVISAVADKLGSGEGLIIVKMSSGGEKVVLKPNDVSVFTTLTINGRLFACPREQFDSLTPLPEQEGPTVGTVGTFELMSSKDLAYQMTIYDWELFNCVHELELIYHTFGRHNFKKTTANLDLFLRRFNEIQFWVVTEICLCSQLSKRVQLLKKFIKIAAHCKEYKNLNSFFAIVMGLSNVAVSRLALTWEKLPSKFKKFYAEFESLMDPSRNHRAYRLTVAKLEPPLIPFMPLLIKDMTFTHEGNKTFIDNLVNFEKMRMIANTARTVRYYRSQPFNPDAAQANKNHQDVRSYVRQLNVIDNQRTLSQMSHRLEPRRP
#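 Nucleotide exchange monitored as fluorescence drop when BODIPY-GDP leaves Rap1B. Reaction: 100 nM EPAC2, 250 nM RAP1B-BODIPY-GDP, 50 uM GDP, room temperature, kinetic read over 30 min. Activity expressed relative to 6.5 mM cAMP.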
# Nrf2 activator: Nrf2 pathway activation. 0.31% of 410,000 active. Potency, µM (series often up to 46.1 µM), for the others: at the highest dose activation, most hits filed as activators. AID 624171. AREc32 ARE-luciferase reporter (MCF7-derived line), luminescence, 24 h; note: potency is the fitted concentration of half-maximal effect; % of control where 0% means no effect; nearly all actives have a fitted effect of over 65% in size
#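 AREc32_Fluc, 1000 cells/well, OPTI-MEM + 5% FBS, o/n 37 deg C 5% CO2; 23 nL cpd by pin tool, 24 hr; Steady-Glo 30 min RT, luminescence.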
# TGFb SMAD3 inh: inhibitors of TGF-b signaling. HepG2 CAGA-GFP TGF-b/SMAD3 reporter, GFP fluorescence, 18 h; TGF-beta stimulated, 500 pg/mL final. Potency, µM (top dose mostly 46.1 µM), for inactives: at the highest dose activity, negative = inhibition, most hits filed as inhibitors. 1.2% of 410,000 active. AID 588855; note: potency is the fitted concentration of half-maximal effect; % is set by controls: 0 for no effect and ±100 for the full control effect; nearly all actives have a fitted effect of over 65% in size
#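 HEPG2 CAGA-GFP cells (1000/well, DMEM with 1% FBS) were pre-incubated 2 h at 37 degrees C, given compound by pin tool, then stimulated with TGF-beta at 500 pg/mL final for 18 h before per-cell GFP fluorescence imaging.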
# * hit, by the source's call; i = inactive; ? = inconclusive; nt = not tested or not shown; [ ] = remark or other dose. Unless noted, calls come from the whole dose curve; as a rule, active = well fitted curve in the direction sought with a large enough effect; inconclusive = small, poorly fitted or top-dose-only effect, or another doubt; inactive = no such curve, though single readings can be large; an effect the other way counts as inactive or inconclusive. Compounds were not picked by outcome; about 4.3% have a hit in one of these screens.
# The line under a structure holds: Nrf2 block	IL-2 act	S2 tox	HepG2 tox	ATXN2 expr inh	A549 tox	EPAC2 ag	Nrf2 activator	TGFb SMAD3 inh
COc1cc2c(cc1OC)CN(C(=O)c1ccc(S(=O)(=O)N3CCCC3)cc1)CC2
    -11%	0.8	i	-14%	-3%	2%	7%	-0.5%	-15%
CC1CN(c2nnnn2-c2ccccc2)CC(C)O1 (stereo not drawn)
    18%	0.0	i	2%	6%	2%	11%	-0.7%	-14%
CC(C)CC1NC(=O)N(CC(=O)Nc2cccc(Br)c2)C1=O (stereo not drawn)
    ?	0.3	i	-14%	3%	-14%	6%	2.0%	0%
CC(=O)Nc1ccc(C(=O)Nc2cccc(-c3cnc4ccccc4n3)c2)cc1
    -16%	-3.9	i	7%	-16%	2%	8%	0.5%	?
CCCCn1c(N)c(N(CC(C)C)C(=O)c2cc(=O)[nH]c3ccccc23)c(=O)[nH]c1=O
    1%	-0.7	i	-5%	6%	1%	5%	0.2%	-12%
O=C(Cn1[nH]c(=O)c2ccccc2c1=O)NC1CCN(Cc2ccccc2)CC1
    -21%	-0.4	?	-1%	-9%	21%	5%	-0.8%	-6%
O=C(OCCCc1cc2ccccc2c(=O)o1)c1ccc(F)cc1
    13%	0.1	i	0%	12%	5%	6%	0.9%	?
COc1ccccc1NS(=O)(=O)c1ccc(C)c(C(=O)Nc2ccc(S(=O)(=O)Nc3onc(C)c3C)cc2)c1
    -3%	-0.1	i	4%	nt	8%	8%	0.0%	2%
CCCCCOC(=O)C(C)Sc1n[nH]c(=O)[nH]c1=O (stereo not drawn)
    -26%	-0.6	i	-12%	-3%	-3%	7%	-0.2%	-1%
Cn1c(=O)oc2cc(S(=O)(=O)NC(Cc3ccccc3)C(=O)Nc3ccc(F)cc3)ccc21 (stereo not drawn)
    -9%	nt	i	-13%	2%	2%	nt	0.6%	-15%
CCN(CC)c1c(C)nc2ccc(C(=O)NCc3ccc4c(c3)OCO4)cn12
    nt	0.2	i	0%	4%	nt	4%	-0.1%[9.22 µM]	31%
Oc1ccccc1N1CCN(c2nnnn2-c2ccccc2)CC1
    -14%	-6.3	i	5%	12%	3%	4%	-0.8%	3%
Cc1cccc(N(CC(=O)NC2CCCC2)C(=O)c2csnn2)c1C
    -11%	0.5	i	-7%	0%	2%	11%	-0.6%	6%
CCN(CC)c1nc2c(c(=O)n(C)c(=O)n2C)n1CC(=O)c1ccccc1
    -11%	0.4	?	13%	-5%	-8%	0%	0.2%	0%
Cc1ccc(CN(C(=O)c2ccc([N+](=O)[O-])cc2)C2CCS(=O)(=O)C2)o1 (stereo not drawn)
    17%	-2.7	i	1%	10%	1%	7%	-0.3%	2%
COc1ccc(OCC(=O)OCC(=O)c2ccc(OC)c(F)c2)cc1
    1%	0.1	i	2%	1%	2%	9%	-1.6%	-13%
CN(/N=C/c1cccnc1)C1=NS(=O)(=O)c2ccccc21
    ?	0.7	i	-1%	-8%	-3%	-3%	0.1%	-5%
COc1cc(NC(=O)C2CCN(c3cnc4ccccc4n3)CC2)cc(OC)c1OC
    nt	nt	i	-1%	-25%	-12%	nt	0.6%	-1%
Nc1nc(Cn2nnc(-c3ccccc3Cl)n2)nc(N2CCOCC2)n1
    5%	-1.8	i	10%	0%	9%	2%	-0.9%	-2%
CCCNC(=O)c1ccc(N2CCC3(CC2)CC(c2cccc(Br)c2)=NO3)c(NC(=O)c2ccco2)c1
    ?	-0.4	i	-14%	?	4%	6%	-1.0%	-3%
CCCCN1C=C(C(C)=O)C(=O)CC1
    22%	-0.6	i	4%	11%	-1%	7%	0.0%	34%[activator]
CC(=O)c1c(OC(=O)c2ccccc2)ccnc1C(F)(F)F
    13%	-0.4	i	19%	16%	-2%	9%	-1.3%	15%
Cc1ccc(NC(=O)COC(=O)CCC(=O)c2cccs2)cc1
    3%	-0.1	i	2%	-18%	-6%	-3%	-0.7%	1%
COc1ccc(/C=N/Nc2nnc(-c3ccccc3)c(=O)[nH]2)cc1
    ?	-0.2	i	-8%	2%	-5%	1%	0.0%	-24%
CCC(=O)Nc1nc2nc(-c3ccccc3)cc(=O)n2[nH]1
    0%	2.1	i	4%	2%	2%	3%	-0.9%	1%
CCc1ccc(C(CC(=O)O)N2Cc3ccccc3C2=O)cc1 (stereo not drawn)
    -29%	4.0	i	-8%	19%	-8%	-1%	-0.9%	6%
COC(=O)c1[nH]c2ccccc2c1NC(=O)Oc1ccccc1
    nt	1.5	i	-17%	25%	-3%	-3%	8.7%	4%
O=C(N/N=C1\CCc2ccccc21)c1ccccc1Cl
    ?	-0.9	i	-21%	25%	1%	6%	2.3%	-8%
O=C(CN1CCN(S(=O)(=O)c2ccc(Br)cc2)CC1)Nc1ccccc1C(=O)c1ccccc1
    -17%	-1.5	i	7%	-1%	-9%	3%	-0.4%	9%
CCCC(=O)Nc1nc2ccc(OCC)cc2s1
    ?	-3.3	i	-18%	49%[activator]	-3%	8%	5.5%	-6%
CCOc1ccccc1NC(=O)C1CCC(CNc2c(N3CCCCC3)c(=O)c2=O)CC1 (stereo not drawn)
    -15%	3.1	nt	-1%	nt	12%	10%	-0.6%	-9%
O=C(OC(C(=O)Nc1ccc(Cl)cc1C(F)(F)F)c1ccccc1)c1c(Cl)cccc1Cl (stereo not drawn)
    -19%	-0.6	i	-13%	-4%	?	4%	-0.1%	-26%
COc1cc(C(=O)NC(C)Cc2cccs2)cc(OC)c1OC (stereo not drawn)
    0%	-1.3	i	1%	16%	0%	9%	0.0%	-4%
O=C(COc1ccccc1)OCc1cc(-c2ccco2)on1
    13%	-0.2	i	7%	-10%	5%	16%	0.5%	-1%
Cc1cccc(-n2ccnc2SCC(=O)O)c1C
    4%	-0.4	i	-51%	-11%	-1%	13%	-0.5%	1%
CCc1ccc(NC(=O)CNCc2ccc(OC)c(OC)c2)cc1
    -2%	-0.5	i	1%	?	-1%	4%	-0.3%	-9%
CCNC(=O)CCSc1nnc(-c2ccc(O)cc2)o1
    1%	nt	i	7%	1%	-10%	nt	0.2%	20%
CC(C)c1ccc(S(=O)(=O)N2CCN(CCC(=O)Nc3ccc(N(C)C)cc3)CC2)cc1
    nt	1.3	i	1%	1%	2%	-6%	0.4%	?
CC12CCC=CC1=C(C=O)C1C2CCC2(C)C(O)CCC12 (stereo not drawn)
    -4%	-0.4	?	-5%	?	-9%	8%	?	0%
CCCC(=O)N(CCN1CCOCC1)c1nc2c(OC)ccc(OC)c2s1
    7%	-1.5	i	-3%	6%	-2%	0%	-0.2%	8%

# A different layout for part of the listing above.
mol | Nrf2 block | IL-2 act | S2 tox | HepG2 tox | ATXN2 expr inh | A549 tox | EPAC2 ag | Nrf2 activator | TGFb SMAD3 inh
CCc1ccc(NC(=O)CNCc2ccc(OC)c(OC)c2)cc1 | -2% | -0.5 | i | 1% | ? | -1% | 4% | -0.3% | -9%
CCNC(=O)CCSc1nnc(-c2ccc(O)cc2)o1 | 1% | nt | i | 7% | 1% | -10% | nt | 0.2% | 20%

# (continued)
# The line under a structure holds: Nrf2 block	IL-2 act	S2 tox	HepG2 tox	ATXN2 expr inh	A549 tox	EPAC2 ag	Nrf2 activator	TGFb SMAD3 inh
CN(C)CCN1C(=O)C(O)=C(C(=O)c2cc3ccccc3o2)C1c1cccc(Br)c1 (stereo not drawn)
    6%	-0.2	i	-7%	-4%	1%	13%	1.6%	-4%
CCOc1cc(C2C(C#N)=C(N)Oc3n[nH]c(-c4ccncc4)c32)cc([N+](=O)[O-])c1O (stereo not drawn)
    -4%	0.1	i	-9%	24%	?	-4%	0.4%	-5%
COc1ccc[nH]c1=O
    -4%	3.9	i	-1%	2%	-4%	2%	0.5%	-6%
CCCNC(=O)c1ccc(SC)cc1OC
    6%	-1.8	i	-7%	-2%	6%	5%	0.5%	-30%
CC[C@@H](C)[C@H](NC(=O)OC(C)(C)C)c1nnc(S(=O)(=O)Cc2cc(C)ccc2C)o1
    ?	0.0	nt	-95%	?	?	0%	-3.8%	?
COc1cc(/C=N/N2CCN(c3ccccc3OC)CC2)ccc1OC(C)=O
    4%	-0.5	i	0%	22%	-9%	-8%	4.5%	-14%
O=C(CCS(=O)(=O)c1ccccc1)Nc1nc2cc3c(cc2s1)OCO3
    23%	-0.5	i	14%	19%	-5%	-1%	?	?
COc1cc2c(cc1OC)CN(C(=O)C(C)(C)C)CC2
    -9%	-1.1	i	2%	7%	18%	4%	-0.3%	5%
C=CCN(c1ccccc1OC)S(=O)(=O)c1cccc(C(=O)OCC(=O)c2c[nH]c3ccccc23)c1
    2%	-0.7	?	0%	-19%	-6%	-3%	2.0%	0%
Cc1ccc(NCc2nnc(SCC(=O)c3ccc4c(c3)OCCO4)o2)c(C)c1
    -3%	0.8	i	-6%	-8%	0%	9%	0.0%	?
Cc1ccc(-c2noc(C3CCCN(C(=O)c4cccc(Cl)c4)C3)n2)o1 (stereo not drawn)
    ?	-0.7	i	-9%	22%	1%	0%	3.4%	-7%
CC(=O)c1cccc(S(=O)(=O)N2CCN(c3nc(-c4cccs4)nc4ccccc34)CC2)c1
    5%	nt	nt	-2%	nt	4%	nt	nt	10%
O=C(O)CCCCn1c(SCc2ccccc2Cl)nc2ccsc2c1=O
    -25%	0.0	i	-4%	-29%	-8%	-3%	0.7%	8%
CC(C)Sc1ncnc2[nH]ncc12
    -15%	-1.1	i	-21%	-20%	10%	10%	0.7%	-14%
